High-throughput results deposited in PubChem by several laboratories.
STAT3 act = increases IL-6 driven STAT3 reporter signal; U3A cells, IL-6 STAT3-luciferase reporter, luminescence; 100% = signal with IL-6 EC80 alone; activation (% of control), % at 5.6 µM; 190,000 compounds, 0.91% hits; AID 871;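 active means activation above the screen-wide mean of compound activation plus 3 SD, cut at about 130% in these data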;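 further: 0% = background luminescence of wells with medium and substrate only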
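Test system: STAT3-luciferase reporter U3A cells; Detection: reporter luminescence signal; Times: 1 h compound pre-exposure, 6 h IL-6 stimulation, 37 °C; Benchmarks: IL-6-only high control; Also added: IL-6 stimulus at 33 ng/mL final.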
APP 5'UTR act = activates APP 5'UTR luciferase reporter; SH-SY5Y APP 5'UTR luciferase reporter, luminescence; zero percent = DMSO vehicle wells; activation, % at 2 µM; 190,000 compounds, 1% hits; AID 1276;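 active means activation above a set limit, based on mean plus 3 SD of controls, cut at about 140% in these data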; further: values of inactives mirror those of a sister screen read the other way
Efa HMGR inh = inhibitors of class II HMG-CoA reductase from Enterococcus faecalis | purified E. faecalis HMGR, NADPH absorbance 340 nm kinetic | inhibition, % at 10 µM | 190,000 compounds, 0.41% hits | AID 1066;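 active means inhibition above a set limit, the median over all tested compounds plus 3 SD, cut at about 9.5% in these data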;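 further: enzyme runs in reverse so mevalonate oxidation gives rising NADPH absorbance; 0% = complete reaction with DMSO and 100% = background rate lacking mevalonate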
STAT1 act = increases IFN-gamma driven STAT1 reporter signal. NIH 3T3 STAT1-luciferase reporter, luminescence; 100% = IFN-gamma alone, no compound. 200,000 compounds, 2.6% hits. activation (% of control), % at 5.5 µM;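 active means activation above the screen-wide mean activation plus 3 SD, cut at about 130% in these data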;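 further: raw ratio to IFN-gamma control signal so 100% means no change and 0% no light; values of inactives mirror those of a sister screen read the other way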
NF-kB expr up = raises NF-kB expression in human neuronal cells; fold change at 12.5 µM; NF-kB reporter expression; hits give high values; 190,000 compounds, 1.6% hits; in the data active means fold change above about 3.3
TLR4-MyD88 BLA = TLR4-MyD88 interaction inhibition in cells; O00206+Q99836; HeLa CL3-4 TLR4/MyD88 BLA complementation, FRET ratio; inhibition, % at 8.4 µM; 200,000 compounds, 0.18% hits; AID 861; in the data active means inhibition above about 25%;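 further: 0% = vehicle and 100% = reference inhibitor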
Target sequence (O00206 whole entry, looked up): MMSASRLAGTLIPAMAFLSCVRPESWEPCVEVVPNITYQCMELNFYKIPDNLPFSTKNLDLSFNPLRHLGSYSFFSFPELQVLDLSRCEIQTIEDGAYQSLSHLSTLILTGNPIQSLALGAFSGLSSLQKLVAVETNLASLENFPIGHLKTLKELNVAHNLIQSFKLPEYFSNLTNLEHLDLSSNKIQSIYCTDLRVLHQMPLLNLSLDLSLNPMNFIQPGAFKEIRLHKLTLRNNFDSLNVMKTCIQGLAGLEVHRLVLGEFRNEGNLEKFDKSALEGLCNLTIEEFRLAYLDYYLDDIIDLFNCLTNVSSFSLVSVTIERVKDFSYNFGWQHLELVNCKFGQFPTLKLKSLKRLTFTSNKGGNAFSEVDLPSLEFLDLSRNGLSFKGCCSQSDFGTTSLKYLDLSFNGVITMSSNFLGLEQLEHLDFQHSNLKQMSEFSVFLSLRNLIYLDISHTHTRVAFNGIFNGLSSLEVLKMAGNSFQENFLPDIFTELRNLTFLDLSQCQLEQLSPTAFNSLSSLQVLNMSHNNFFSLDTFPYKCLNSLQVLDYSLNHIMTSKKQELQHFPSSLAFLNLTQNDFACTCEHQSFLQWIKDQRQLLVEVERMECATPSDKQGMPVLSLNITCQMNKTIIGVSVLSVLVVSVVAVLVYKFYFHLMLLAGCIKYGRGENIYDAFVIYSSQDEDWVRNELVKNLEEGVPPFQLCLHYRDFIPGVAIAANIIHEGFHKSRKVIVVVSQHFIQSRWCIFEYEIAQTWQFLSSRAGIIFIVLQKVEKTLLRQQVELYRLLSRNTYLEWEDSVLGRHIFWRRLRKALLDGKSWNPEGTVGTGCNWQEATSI
Target sequence (Q99836 whole entry, looked up): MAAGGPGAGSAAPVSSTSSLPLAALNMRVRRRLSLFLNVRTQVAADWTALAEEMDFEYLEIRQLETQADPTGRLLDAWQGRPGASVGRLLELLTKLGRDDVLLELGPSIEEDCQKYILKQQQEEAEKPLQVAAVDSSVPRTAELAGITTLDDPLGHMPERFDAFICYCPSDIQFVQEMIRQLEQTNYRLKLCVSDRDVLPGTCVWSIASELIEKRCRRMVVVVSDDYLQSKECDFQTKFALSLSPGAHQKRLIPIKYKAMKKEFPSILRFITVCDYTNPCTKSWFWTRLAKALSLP
Hsp70 act = transcriptional activators of Hsp70. HeLa Hsp70 promoter luciferase reporter, luminescence; scaled: vehicle 0, proteasome-inhibitor control 100%. activation, % at 10 µM. 200,000 compounds, 0.04% hits. AID 1203;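 active means activation above the mean across all tested compounds plus 3 SD, cutoff set per campaign, cut at about 5.5% in these data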;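 further: 100% = MG132 at 30 µM as the positive control and 0% = DMSO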
STAT1 inh = reduces IFN-gamma driven STAT1 reporter signal. NIH 3T3 STAT1-luciferase reporter, luminescence. 200,000 compounds, 0.35% hits. inhibition, % at 5.5 µM;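 active means inhibition above a set limit, the mean inhibition across all tested compounds plus 3 SD, cut at about 34% in these data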;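 further: 0% = IFN-gamma with DMSO and 100% = IFN-gamma with 300 µM nifuroxazide; values of inactives mirror those of a sister screen read the other way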
DTT redox prof = compounds producing H2O2 with reducing agent – biochemical, NIH compound library profiling, artefact control for MLSCN library redox annotation, primary screen; 200,000 compounds, 0.03% hits; DTT-dependent redox cycling H2O2, phenol red/HRP absorbance; 100% = 100 µM peroxide control, 0% = buffer; activation, % at 10 µM;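 active means activation of at least 50% relative to the plate's high and low controls in the primary single-dose screen; inactive means activation below 50%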;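 further: compound incubated with DTT at 0.8 mM final as the reducing agent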
STAT3 blocker = STAT3 signaling inhibition | inhibition, % at 5.5 µM | U3A cells, IL-6 STAT3-luciferase reporter, luminescence; host cell line lacks STAT1 | AID 862 | 190,000 compounds, 0.89% hits;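 active means inhibition above the mean inhibition across all screened compounds plus 3 SD, cut at about 44% in these data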;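 further: 0% = DMSO only wells and 100% = 100 µM nifuroxazide control wells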
Starred values were filed as active, the others as inactive; . = no result given.

[1] CSc1oc(-c2ccc(F)cc2)nc1S(=O)(=O)c1ccc(F)cc1
[2] COCCSc1ccccc1C(=O)NCC1CCCO1 (configuration not stated)
[3] O=S(=O)(C(=CNc1ccccc1)S(=O)(=O)c1ccccc1)c1ccccc1
[4] CCOc1ccc(S(=O)(=O)Nc2ccc(S(=O)(=O)N3CCCC3)cc2)cc1
[5] Cc1ccc(C2=Nc3cccnc3C(c3ccccc3)=NN2)cc1
[6] Cc1cc(-c2nn(-c3ccccc3F)cc2CN2CCCC(C(N)=O)C2)c(C)s1 (configuration not stated)
[7] Cc1ccc(-n2nc(-c3ccccc3)cc2Nc2ccccc2N)cc1
[8] O=C(Nc1ccon1)c1cc(-c2ccccc2)nc2ccccc12
[9] CCOC(=O)C1=NNC2C(=O)N(C3CCCCC3)C(=O)C12 (configuration not stated)
[10] Cc1ccccc1C(=O)N1CCN(c2ccc([N+](=O)[O-])c(N3CCOCC3)c2)CC1

screen / no.	1	2	3	4	5	6	7	8	9	10
STAT3 act	91	106	106	103	110	109	111	105	102	103
APP 5'UTR act	11	-12	-2	-2	113	-23	16	-7	7	9
Efa HMGR inh	5	-4	-8	2	2	6	-3	-3	0	-12
STAT1 act	99	89	99	100	156*	103	96	106	104	84
NF-kB expr up	1.1	1.1	0.74	1	2.6	1	0.77	0.85	1.1	0.88
TLR4-MyD88 BLA	9	1	-5	-11	1	7	1	-1	-13	-6
Hsp70 act	-0.5	-0.3	-0.6	-0.4	-0.1	-0.3	-0.4	0.3	-0.2	-0.2
STAT1 inh	1	6	1	-1	-63	-5	5	-7	-5	17
DTT redox prof	-1.7	0.7	0.5	0.1	0.0	-0.4	0.1	0.5	2.4	1.0
STAT3 blocker	16	-4	-9	-3	-9	-5	-9	-3	1	8

[11] CCSc1ccc(-c2nn(-c3ccccc3)cc2/C=C(/C#N)C(=O)NC)cc1
[12] CC1(C)Cc2c(C#N)c(N3CCN(C(=O)c4ccccc4)CC3)nc(-c3ccco3)c2CS1
[13] O=C(C1=C[C@@H](c2ccc(Br)cc2)C[C@@H](OCc2ccc(CO)cc2)O1)N1CCOCC1
[14] Cn1cc(Cl)c(C(=O)NNC(=S)NCc2ccco2)n1
[15] C=CS(=O)c1sc(Cl)c(N2CCOCC2)c1[N+](=O)[O-] (configuration not stated)
[16] NNc1ncnc2c1cnn2-c1ccccc1
[17] O=C(CNC(=O)c1ccco1)NCCCc1ccccc1
[18] CC1CCCC(NC(=O)c2cn(C)c3ccc(S(=O)(=O)N4CCCC4)cc3c2=O)C1C (configuration not stated)
[19] CCOC(=O)c1cnc2c(C)cc(C)cc2c1Nc1ccc(S(=O)(=O)Nc2ncccn2)cc1
[20] CCOc1ccc(N2C(=O)CC(/C=C3/N(C)c4ccccc4C3(C)C)C2=O)cc1 (configuration not stated)

screen / no.	11	12	13	14	15	16	17	18	19	20
STAT3 act	98	100	.	93	101	109	104	97	99	95
APP 5'UTR act	-23	14	11	-9	-83	-5	-1	-6	-6	23
Efa HMGR inh	-10	-10	-4	-3	2	-2	2	-8	-11	-6
STAT1 act	105	103	97	105	86	100	97	96	105	101
NF-kB expr up	0.92	0.91	1	1.3	1.1	0.76	0.88	0.87	1.1	0.97
TLR4-MyD88 BLA	9	-3	-10	5	8	-5	-6	-12	-6	5
Hsp70 act	-0.5	0.3	0.0	-0.2	-0.3	0.0	-0.1	-0.4	-0.5	-0.3
STAT1 inh	-5	-3	5	-8	12	0	4	3	-6	-1
DTT redox prof	0.9	1.3	1.4	-1.7	0.5	-0.9	-0.5	-0.1	-0.2	1.0
STAT3 blocker	5	3	.	12	3	-10	1	10	5	10

[21] CC(C)N(Cc1nc(-c2ccccc2)no1)C(=O)c1ccc(Br)o1
[22] COC(=O)C1CCN(C(=O)COC(=O)Cn2cnnn2)CC1
[23] COc1ccc(-c2cc(C(F)(F)F)n3nc(C(=O)NCCN4CCOCC4)cc3n2)cc1
[24] N#C/C(=C(/O)COc1ccc(Br)cc1)c1nnc2n1CCCCC2
[25] Cc1cccc(-c2nnnn2-c2cccc(C)c2)c1
[26] Cc1ccccc1OCCn1cc(C(=S)N2CCN(C)CC2)c2ccccc21
[27] CC1(C)CC(=O)C(C(=O)C2CCN(S(=O)(=O)c3ccccc3)CC2)C(=O)C1
[28] COc1cc(C)c(Cl)cc1S(=O)(=O)N(C)C
[29] COc1ccc(-c2nn(C)c(=O)c3ccccc23)cc1NC(=O)COc1ccccc1
[30] CCN(Cc1cc(=O)n2ccsc2n1)Cc1nc2ccccc2c(=O)[nH]1

screen / no.	21	22	23	24	25	26	27	28	29	30
STAT3 act	102	97	100	102	97	94	98	106	70	107
APP 5'UTR act	-7	-8	6	-13	7	21	-1	-2	0	-4
Efa HMGR inh	1	-6	-3	-2	-1	1	-2	2	-12	11*
STAT1 act	97	95	90	107	103	97	91	96	90	97
NF-kB expr up	1	1.1	1	1.1	1.5	1.1	1.4	1.1	1	1.1
TLR4-MyD88 BLA	2	1	-2	-9	11	15	-8	-11	6	-1
Hsp70 act	-0.3	-0.5	0.2	-0.3	0.1	-0.5	-0.1	-0.4	-0.3	0.1
STAT1 inh	0	5	9	-8	-3	2	9	4	11	0
DTT redox prof	0.5	3.1	-1.0	0.3	11	-1.0	-1.4	2.8	1.5	0.4
STAT3 blocker	2	7	4	5	6	11	4	-2	38	-3

Exported with values under each structure: entries from further up
Values run as follows: STAT3 act | APP 5'UTR act | Efa HMGR inh | STAT1 act | NF-kB expr up | TLR4-MyD88 BLA | Hsp70 act | STAT1 inh | DTT redox prof | STAT3 blocker
25. Cc1cccc(-c2nnnn2-c2cccc(C)c2)c1
    97 | 7 | -1 | 103 | 1.5 | 11 | 0.1 | -3 | 11 | 6
21. CC(C)N(Cc1nc(-c2ccccc2)no1)C(=O)c1ccc(Br)o1
    102 | -7 | 1 | 97 | 1 | 2 | -0.3 | 0 | 0.5 | 2
22. COC(=O)C1CCN(C(=O)COC(=O)Cn2cnnn2)CC1
    97 | -8 | -6 | 95 | 1.1 | 1 | -0.5 | 5 | 3.1 | 7

Continued.
[31] COc1ccccc1C(c1nnnn1Cc1ccccc1)N1CCC(C(N)=O)CC1 (configuration not stated)
[32] COc1cc(OC)c(NS(=O)(=O)c2cc(C(=O)OCC(=O)NCC3CCCO3)ccc2OC)cc1Cl (configuration not stated)
[33] Cc1ccccc1NC(=O)CCN1CCN(C/C=C/c2ccccc2)CC1
[34] CS(=O)(=O)N1CCN(C(=O)COc2ccccc2)CC1
[35] CCCOc1ccc(C(=O)NC(=S)Nc2nc3ccccc3s2)cc1
[36] CCc1c(C)sc(NC(=O)OC)c1C(N)=O
[37] FC(F)(F)c1ccc(Nc2nnnc3ccccc23)cc1
[38] CCN(CC)C(=O)CSc1ncnc2sccc12
[39] Cc1ccc(C(=O)c2cc([N+](=O)[O-])ccc2N2CCCCC2)c(C)c1
[40] CC(C)CCNC(=O)C(C)N(Cc1ccc(F)cc1)C(=O)c1ccc(CN2CCCCC2)o1 (configuration not stated)

screen / no.	31	32	33	34	35	36	37	38	39	40
STAT3 act	104	96	91	100	129	99	101	97	137*	100
APP 5'UTR act	-2	7	4	7	13	4	29	-10	-96	6
Efa HMGR inh	-6	-2	1	-6	-2	-6	-3	-5	-3	1
STAT1 act	93	101	100	103	105	95	120	107	100	100
NF-kB expr up	1.3	1	1	1.3	1.1	1.1	1.6	1.2	3.9*	0.8
TLR4-MyD88 BLA	-2	1	-2	-4	-11	10	-4	0	8	6
Hsp70 act	-0.2	0.4	-0.3	-0.2	0.2	-0.5	-0.3	0.1	-0.2	-0.6
STAT1 inh	1	-3	0	-5	-5	5	-23	-11	0	0
DTT redox prof	0.9	-1.1	-1.7	-1.0	-4.4	5.2	-0.3	0.6	-0.1	0.5
STAT3 blocker	-3	14	18	4	-26	2	10	9	-39	6

[41] O=C(NC(=S)Nc1cccc(NC(=O)c2ccccc2)c1)c1cccc([N+](=O)[O-])c1
[42] COc1ccc(C(=O)N2CCN(C(C)=O)CC2)cc1S(=O)(=O)N1CCOCC1
[43] COC(=O)c1cc(Br)c(=O)n(CCc2ccc(O)cc2)c1
[44] CCOC(=O)C1(C)NC(c2ccc(N(C)C)cc2)C2C(=O)N(c3ccc(OC)cc3)C(=O)C21 (configuration not stated)
[45] CCOC(=O)c1ccc(Oc2nc(OC)cc(OC)n2)cc1
[46] N=C1C(c2nc(-c3cccc([N+](=O)[O-])c3)cs2)=C(O)CN1NC(=O)c1ccco1
[47] O=C(NCc1ccccc1)C(=O)NCC(c1ccco1)N1CCN(c2ccccc2F)CC1 (configuration not stated)
[48] COCCCNc1nc2nonc2nc1N1CCN(Cc2cccc(C)c2)CC1
[49] O=C(NCc1cccs1)c1ccc(S(=O)(=O)N2CCOCC2)cc1

screen / no.	41	42	43	44	45	46	47	48	49
STAT3 act	91	105	94	102	101	97	101	99	104
APP 5'UTR act	-21	0	4	-7	-7	8	4	14	-9
Efa HMGR inh	-1	-6	-7	-5	2	-14	-9	5	0
STAT1 act	100	100	99	99	98	95	95	93	111
NF-kB expr up	0.92	1.1	1.2	1.2	1.2	0.96	0.95	1.1	1.3
TLR4-MyD88 BLA	9	-20	-2	5	-15	-7	-4	-2	-17
Hsp70 act	0.3	-0.3	-0.2	-0.4	-0.3	0.3	-0.5	0.3	0.1
STAT1 inh	1	0	2	2	1	4	5	6	-13
DTT redox prof	0.2	-0.3	2.6	0.3	-2.5	0.3	-1.8	-0.1	-0.3
STAT3 blocker	14	2	11	7	1	12	2	7	-3
